# DT40 TDP1 CPT = DT40-hTDP1 cell growth loss with CPT; chicken DT40 Tdp1-/-;hTDP1 cells + 20 nM CPT, ATP luminescence, 48 h; Potency, µM (doses to about 46.2 µM), inactives show top-dose activity change, negative = growth inhibition, usual class: inhibitors; 420,000 compounds, 12% hits; active = well fitted inhibition curve with a large enough effect; inconclusive = small, poorly fitted or top-dose-only effect; note: nearly all actives have a fitted effect of over 55% in size
#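 Cell growth measured by CellTiter-Glo luminescence after a minimum 48 h, 37 C compound exposure with 20 nM CPT in Tdp1-knockout DT40 cells stably expressing hTDP1, seeded 400/well; qHTS titration format.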
# The depositor's hits bear a star; ? = inconclusive; [ ] = dose if it differs, or a comment. % is set by controls: 0 for no effect and ±100 for the full control effect; potency is the fitted concentration of half-maximal effect.
item | SMILES | DT40 TDP1 CPT
1 | Cc1noc(C)c1-c1ccc(C(=O)NCc2ccccc2)c2occc12 | ?
2 | COC(=O)C[C@H]1CC[C@@H](NC(=O)Nc2c(C)noc2C)[C@@H](CO)O1 | 11%
3 | COc1cccc(-c2cnc(-c3ccncc3)nc2C2CCN(C(=O)Cc3csc(C)n3)CC2)c1 | -2%[9.04 µM]
4 | O=C(N[C@@H]1CC[C@H](CCn2cc(-c3ccccn3)nn2)O[C@@H]1CO)c1ccncc1 | 0%
5 | CCOC(=O)[C@H](CS)NCCN[C@@H](CS)C(=O)OCC | 2%
6 | COc1cccc(-c2cnc3cccnn23)c1 | ?
7 | CC(=O)NCCNc1nc2cc(-c3cnn(CCC(C)C)c3)sc2c(=O)n1C | ?
8 | CCCS(=O)(=O)NC(=O)C1(C)CCN(C(=O)c2cc(C)on2)C1 (stereo not given) | -97%
9 | CN1C(=O)C(c2cn(C)c3ccccc23)(c2cn(C)c3ccccc23)c2cc(F)ccc21 | ?
10 | Clc1ccc2nc(C3CCCCC3)c(Cc3ccsc3)n2c1 | 23µM*
11 | CCOC(=O)CCCCCC(=O)Nc1ccc2c(c1)C(=O)N([C@H](C)CO)C[C@H](C)[C@H](CN(C)C(=O)C1CCCCC1)OCCCC[C@@H](C)O2 | ?
12 | COC(=O)c1c(OCc2ccccn2)cc(=O)n2c1CCN(Cc1ccc3nsnc3c1)CC2 | ?
13 | CCc1c(-c2cccc(Cl)c2)ncn1Cc1cccc(-c2ccccc2)c1 | ?
14 | C/C(Nc1ccc(Cl)c(Cl)c1)=C1/CCOC1=O | -4%
15 | Fc1ccc(NC(=S)SCc2ccc3c(c2)OCO3)cc1F | ?
16 | Cc1noc(C)c1NC(=O)N(C)C[C@@H]1OCc2ccccc2-c2c(n(C)c3ccccc23)C(=O)N([C@H](C)CO)C[C@H]1C | -25%

# A different layout for some results above.
[9] CN1C(=O)C(c2cn(C)c3ccccc23)(c2cn(C)c3ccccc23)c2cc(F)ccc21
  DT40 TDP1 CPT: ?

[13] CCc1c(-c2cccc(Cl)c2)ncn1Cc1cccc(-c2ccccc2)c1
  DT40 TDP1 CPT: ?

[14] C/C(Nc1ccc(Cl)c(Cl)c1)=C1/CCOC1=O
  DT40 TDP1 CPT: -4%

[12] COC(=O)c1c(OCc2ccccn2)cc(=O)n2c1CCN(Cc1ccc3nsnc3c1)CC2
  DT40 TDP1 CPT: ?

# Continued:
item | SMILES | DT40 TDP1 CPT
17 | C[C@]12CC[C@@H]3c4ccc(O)cc4CC[C@H]3[C@@H]1CC[C@@H]2OP(=O)(O)O | -6%
18 | Cc1cnc(C)c(-c2ccc3c(c2)CC(CNC(=O)Cc2c(C)[nH]c4ccccc24)O3)n1 (stereo not given) | 0.52µM*
19 | CCCNC(=O)C1(C)CCN(C(=O)c2ccccc2OC(F)(F)F)C1 (stereo not given) | -16%
20 | NC(c1ccccc1)c1csc(NC(=O)Nc2ccc(OC(F)(F)F)cc2)n1 (stereo not given) | 23µM*
21 | O=C(c1ccccc1F)N1CCC2CC1c1cc(N3CCCCC3)ccc12 (stereo not given) | ?
22 | COC(=O)C[C@@H]1C=C[C@H](NS(=O)(=O)c2cccc(F)c2)[C@@H](CO)O1 | 9%
23 | O=C(NCc1cc2ccccc2[nH]1)C1CCC(=O)N(CC2CCCCC2)C1 (stereo not given) | ?
24 | COCCNC(=O)C1(C)CCCN(C(=O)c2cc(C)on2)C1 (stereo not given) | -3%
25 | CCOC(=O)CSc1nc2nc(Cl)c(Cl)nc2[nH]1 | ?
26 | O=C1NC[C@H](Cc2ccc(O)cc2)N(C[C@H]2CCCN2C[C@H](Cc2ccccc2)N2C[C@H](Cc3ccccc3)N(CCc3ccccc3)C(=O)C2=O)C1=O | ?
27 | CC1(Cc2cccc(C(F)(F)F)c2)C(=O)Nc2c(Cl)ccc(Cl)c21 (stereo not given) | ?
28 | COc1ccc(NC(=O)CNCc2cccs2)c(OC)c1 | -3%
29 | Cc1c(C(=O)NCc2ccc3c(c2)OCCO3)sc(=O)n1Cc1ccccc1C#N | ?
30 | COC(=O)C[C@H]1CC[C@@H](NC(=O)Nc2ccc3c(c2)OCO3)[C@@H](CO)O1 | 5%
31 | C=C(c1ccc(C(=O)O)cc1)c1cc2c(cc1C)C(C)(C)CCC2(C)C | -11%
32 | COCCNc1nc(NCc2cccc(OC)c2)c2sccc2n1 | 15µM*
33 | COc1ccc(-c2coc3c(C(=O)Nc4cccnc4)cccc23)c(C)c1 | 18µM*
34 | CN(Cc1ccccc1)Cc1cc(=O)oc2ccc3ccccc3c12 | ?
35 | CCCNC(=O)C1(C)CCN(Cc2ccc(C)c3ccccc23)C1 (stereo not given) | ?
36 | CCOC(=O)C1(C)CCN1C(=O)c1cccc2ccccc12 (stereo not given) | ?
37 | COc1ccc(Cc2c(-c3cccc(Br)c3)nc3ccc(Cl)cn23)c(C)c1 | 0%
38 | CN(C(=O)COC(=O)COc1ccc2ccccc2c1)c1ccccc1 | -10%
39 | CC(C)OC(=O)N(C)C[C@@H]1OCc2cn(nn2)CCCC(=O)N([C@H](C)CO)C[C@H]1C | -9%
40 | CNC(=O)C1Cc2c(-c3ccccc3Oc3ccccc3)ccnc2O1 (stereo not given) | ?

# As a short view, four of the compounds above.
item | SMILES | DT40 TDP1 CPT
34 | CN(Cc1ccccc1)Cc1cc(=O)oc2ccc3ccccc3c12 | ?
35 | CCCNC(=O)C1(C)CCN(Cc2ccc(C)c3ccccc23)C1 (stereo not given) | ?
36 | CCOC(=O)C1(C)CCN1C(=O)c1cccc2ccccc12 (stereo not given) | ?
37 | COc1ccc(Cc2c(-c3cccc(Br)c3)nc3ccc(Cl)cn23)c(C)c1 | 0%

# Further results:
item | SMILES | DT40 TDP1 CPT
41 | COc1ccc(Nc2nc3cc(-c4ccsc4)sc3c(=O)n2C)cc1OC | 13µM*
42 | CCCCOCCCNC(=O)C[C@@H]1C[C@@]2(C(=O)OC)CCCCC=C2N(Cc2ccco2)C1=O | ?
43 | Cc1cc(C)c(C(=O)NCc2nc(-c3cccc(NC(=O)C4CCCN(C)C4)c3)oc2C)[nH]1 (stereo not given) | -2%[9.04 µM]
44 | CC(C)Nc1ncnc2c1ncn2[C@H]1CN(Cc2ccco2)C[C@@H](CO)O1 | -27%
45 | CCCCCCN1CCN(C2CN(C3CCCCC3)S(=O)(=O)C2)CC1 (stereo not given) | 16µM*
46 | CCc1nc2c(OCCOc3ccc(F)cc3)cccn2c1N(C)C(=O)c1ccccc1F | ?
47 | Nc1ccn([C@@H]2O[C@H](CNCc3cccc(OC4CCCC4)c3)[C@@H](O)[C@H]2O)c(=O)n1 | -3%
48 | CCCC(C)(C)C(=O)N1CCC1(C)C(=O)Nc1ccc(OC)c(OC)c1 (stereo not given) | -26%
49 | CC(C)(C)CC(=O)OCC(=O)[C@@]12OC(C)(C)O[C@@H]1C[C@H]1[C@@H]3CCC4=CC(=O)C=C[C@]4(C)[C@@]3(F)[C@@H](O)C[C@@]12C | -23%
50 | Nc1ccn([C@@H]2O[C@H](CN=C3NS(=O)(=O)c4ccccc43)[C@@H](O)[C@H]2O)c(=O)n1 | -21%
51 | Cc1ccccc1S(=O)(=O)N(C)C[C@H]1OCc2cnnn2CCCC(=O)N([C@H](C)CO)C[C@H]1C | -11%
52 | Cc1cc(=O)[nH]c2nc3ccccc3n12 | -10%
53 | Cn1ccc2c(-c3ccc(F)cc3F)cc3c(c21)C1CCC3C1 (stereo not given) | -22%
54 | O=C(NCCN1CCNC1=O)c1ccc2sc([C@H]3C[C@H](O)[C@@H](CO)O3)nc2c1 | -17%
55 | CCCCCCCCN1C(=O)[C@H](CC(=O)NCCC(C)C)C[C@@]2(C(=O)OC)CCCCC=C12 | ?
56 | COc1cc(-c2cccc(OC)c2OC)cc2c1OCCN(Cc1cn[nH]c1-c1ccc(Cl)cc1)C2 | ?
57 | Cc1cccc(Cn2c(NC3CCCC3)nc3c2c(=O)[nH]c(=O)n3C)c1 | ?
58 | COc1ccc2ccccc2c1C=NN1CCCCC1 | -6%
59 | COCCN1C[C@@H](CO)O[C@@H](n2cnc3c(NC4CC4)ncnc32)C1 | -14%
60 | COc1cccc(C(=O)N2CCC[C@H]2C(=O)N2CCC[C@H]2C(=O)N[C@@H](C)c2ccccc2)c1 | -15%
61 | COc1ccc([C@H]2C[C@H](n3cc(COC(=O)c4ccccc4)nn3)[C@@H](O)CN2CC2CCCCC2)cc1 | -25%
62 | COc1cc(F)ccc1-c1csc(C(O)(c2ccccc2)C(F)(F)F)n1 (stereo not given) | 23µM*
63 | COc1ccc(C(C#N)=C2C=CC(=NO)c3ccccc32)cc1 | 1.3µM*
64 | O=C(O)Cn1nnc(-c2ccccc2)c1COc1ccccc1 | -1%
65 | CCCCN1C[C@H](CSC)[C@@H](CC(=O)Nc2ccc(OC)cc2)C1=O | -9%
66 | Cc1cc(CNC(=O)c2cnn(-c3nccc(-c4ccc5c(c4)OCO5)n3)c2C2CC2)on1 | ?
67 | Cc1cccc(C)c1-n1nnnc1C(C1CC1)N1CCN(C/C=C/c2ccccc2)CC1 (stereo not given) | ?
68 | CC(C)(C)C(=O)OCC(=O)[C@H]1CC[C@H]2[C@@H]3CCC4=CC(=O)CC[C@]4(C)[C@H]3CC[C@]12C | 6%
69 | O=C(NC(Cc1nn[nH]n1)C(=O)OCc1ccccc1)OCc1ccccc1 (stereo not given) | 6%
70 | Fc1cccc(Cc2c(-c3ccc(Cl)cc3)nc3c(Cl)cc(C(F)(F)F)cn23)c1 | -4%
71 | CC1(C(=O)NCc2ccc(C(F)(F)F)cc2)CCN1Cc1cc2ccccc2o1 (stereo not given) | 21µM*
72 | O=S(=O)(NCc1nc(N2CCCC2)c2cc(Cl)ccc2n1)c1ccccc1OC(F)(F)F | 18%[9.04 µM]
73 | CN1CCC(N2CCN(C3CN(Cc4ccc(F)cc4)S(=O)(=O)C3)CC2)CC1 (stereo not given) | 0%
74 | Cn1nc(C(C)(C)C)cc1C(=O)N1CCCC(c2cc(C(=O)NCc3ccccc3)no2)C1 (stereo not given) | 21µM*
75 | CCNC(=O)C1(C)CCN(C(=O)c2cccc3ccccc23)C1 (stereo not given) | 2%
76 | CCCc1nc2ccc(C)cn2c1Cc1ccccc1 | ?
77 | Clc1ccccc1OCCNc1nc(NCC2CC2)nc2ccsc12 | 16µM*
78 | Cc1cccc(C)c1-n1nnnc1C(c1ccnc2ccccc12)N(CCC#N)Cc1ccccc1 (stereo not given) | 13µM*
79 | COC(=O)C1(C(=O)OC)Cc2ccccc2N(S(=O)(=O)c2ccc(C)cc2)C1CC(C)=O (stereo not given) | ?
80 | CC1(C(=O)NS(=O)(=O)c2ccc(Cl)cc2)CCN1C(=O)Cc1cccs1 (stereo not given) | 4%
81 | Nc1[nH]c(C(=O)c2ccccc2)c(-c2ccccc2C(F)(F)F)c1C(=O)c1cccs1 | 23µM*
82 | COC(=O)[C@@]12C[C@@H](CC(=O)NCc3cccc(C(F)(F)F)c3)C(=O)N(Cc3ccccc3)C1=CCC(C)(C)C2 | ?
83 | Cc1nc(C(C)NC2CCN(c3cccc(NC(=O)c4ccncc4)c3)CC2)cs1 (stereo not given) | ?
84 | O=C(NCc1nnnn1-c1ccc(F)cc1)c1ccc2c(c1)OCO2 | -28%
85 | Cn1nc(C(C)(C)C)cc1N1C(=O)CCC1(C)C(=O)Nc1ccc2c(c1)OCCO2 (stereo not given) | 11%
86 | COc1ncnc2c1ncn2CCCNCc1ccc2c(c1)OCO2 | -14%
87 | CCc1nc2ccc(C(=O)Nc3cccc(NS(C)(=O)=O)c3)cn2c1N(CCC(C)C)CCN(C)C | 16µM*
88 | COCCCN1C(=O)C(CC(=O)NCc2cccs2)CC(C(=O)N(C)C)=C1C (stereo not given) | 3%

# Results in sequence from the list.
# DT40 TDP1 CPT, compounds 83 to 88 → ?, -28%, 11%, -14%, 16µM*, 3%

# The listing continues.
item | SMILES | DT40 TDP1 CPT
89 | CC(C)Nc1ncnc2c1ncn2[C@H]1CN(Cc2ccc3c(c2)OCO3)C[C@@H](CO)O1 | -1%
90 | Cc1cn([C@H]2C[C@H](O)[C@@H](CNCc3ccc4ncccc4c3)O2)c(=O)[nH]c1=O | -4%
91 | CC(=O)c1ccc(OC2(C)CCN(Cc3csc4ccccc34)C2)cc1 (stereo not given) | ?
92 | CC(=O)Oc1cc2c(cc1OC(C)=O)C(=O)CCCC2 | ?
93 | Cc1csc(N=Nc2ccc(N(C)C)cc2)[n+]1[O-] | 10µM*
94 | COc1ccccc1N1CCN(S(=O)(=O)CCNC(=O)c2ccco2)CC1 | 3%
95 | Cc1cnc(-n2ncc(C(=O)N(CCO)C(C)C)c2-c2cccs2)nc1-c1ccc(F)cc1 | -4%
96 | COc1ccc(NC(=O)c2cc(-c3ccc(F)cc3C)n[nH]2)cc1OC | -19%
97 | COc1ccc([C@H]2CC(=O)C[C@@H](CCn3cc(-c4nccn4C)nn3)O2)cc1 | 5%
98 | CCCCNC(=O)C1C(c2ccc(OC)cc2)=Nc2ccccc2N1C(=O)c1cccnc1 (stereo not given) | ?
99 | CN1CCN(C(=O)C[C@@H]2CC[C@@H]3[C@H](COC[C@@H](O)CN3Cc3cccc(Cl)c3)O2)CC1 | -24%
100 | Cc1cccc(CNC(=O)c2cnn(-c3ncc(C)c(-c4ccc(F)cc4)n3)c2C)n1 | -2%[9.04 µM]
101 | O=C(NC1CCCC1)C1c2ccccc2OCC(=O)N1CCc1ccccc1 (stereo not given) | -24%
102 | COc1ccc(CN2CCC(C)(Oc3ccc(C(C)=O)cc3)C2)c2ccccc12 (stereo not given) | ?
103 | COCCNC(=O)c1ccc(-c2ccc(OC)cc2C)c2ccoc12 | ?
104 | Cc1ccc2nc(SCC(=O)N3N=C(c4cccs4)CC3c3ccc(F)cc3)nc(=O)n2c1 (stereo not given) | -19%
105 | CCCNC(=O)c1cc(C2CCCCN2C(=O)c2cccs2)on1 (stereo not given) | ?
106 | CCOC(=O)N1CCN(C(c2cc3ccccc3o2)c2nnnn2C(C)(C)C)CC1 (stereo not given) | -5%
107 | O=C1[C@H]2[C@@H](c3ccc(C(F)(F)F)cc3)N[C@]3(CCCN(Cc4ccc(C(F)(F)F)cc4)C3=O)[C@H]2C(=O)N1Cc1ccccc1 | 18µM*

# Bioassay records (PubChem)

# The list is partial; the hit share may differ from the screen's.
